Screens from PubChem BioAssay.
GLD-1 TGE inh: GLD-1/TGE RNA complex disruptors, primary screen, biochemical, fluorescence polarization. 320,000 tested, 0.44% active. purified GLD-1 + fluorescein TGE RNA. inhibition, % at 5.96 µM. AID 2280, 2010;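 active means percent inhibition above a per-plate cutoff, the plate mean of test compounds plus 3 SD, cut at about 30% in these data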;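 further: 0% = DMSO wells with GLD-1 and probe and 100% = wells lacking GLD-1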
AGP1-GFP MLPCN: modulators of AGP1-GFP expression in yeast TOR pathway, primary screen, cell-based, multiplex flow cytometry, S. cerevisiae, MLPCN library; 3 h; GFP as percent of DMSO wells; GFP response vs DMSO, % at 10 µM; 320,000 tested, 0.02% active; AID 2066, 2009;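 active means GFP response relative to DMSO above a set limit, near screen average plus 3 SD, cut at about 150% in these data; inconclusive means fewer than 70 cells counted for the yeast strain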;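 further: median GFP channel fluorescence of the gated AGP1 strain per well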
MCL1-BIM inh: inhibitors of MCL1 binding to BIM-BH3, primary screen, biochemical, fluorescence polarization; inhibition, % at 10.9 µM; GST-MCL1 / FITC-Bim-BH3 fluorescence polarization; 320,000 tested, 0.68% active; Induced myeloid leukemia cell differentiation protein Mcl-1 (Homo sapiens), Q07820;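 active means inhibition above the mean inhibition of all tested compounds plus 3 SD, set per campaign, cut at about 40% in these data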;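 further: 0% = DMSO wells and 100% = unlabeled Bim-BH3 peptide control; higher means more loss of mP so more displacement of Bim peptide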
GRK2 aptamer HTS: compounds blocking aptamer binding on GRK2 – biochemical, human GRK2, bead flow cytometry, HTS, primary screen. 330,000 tested, 0.59% active. AID 488847, 2010. FAM-aptamer displacement from GRK2. Beta-adrenergic receptor kinase 1 (Homo sapiens), P25098. inhibition of aptamer binding, % at 10 µM;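 active means inhibition of aptamer binding above 40%, roughly 3 SD of noise, on plates passing a quality check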;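 further: median bead fluorescence of bound FAM aptamer so fluorescent compounds give negative values; no value below 0 was filed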
Target sequence (P25098 whole entry, looked up): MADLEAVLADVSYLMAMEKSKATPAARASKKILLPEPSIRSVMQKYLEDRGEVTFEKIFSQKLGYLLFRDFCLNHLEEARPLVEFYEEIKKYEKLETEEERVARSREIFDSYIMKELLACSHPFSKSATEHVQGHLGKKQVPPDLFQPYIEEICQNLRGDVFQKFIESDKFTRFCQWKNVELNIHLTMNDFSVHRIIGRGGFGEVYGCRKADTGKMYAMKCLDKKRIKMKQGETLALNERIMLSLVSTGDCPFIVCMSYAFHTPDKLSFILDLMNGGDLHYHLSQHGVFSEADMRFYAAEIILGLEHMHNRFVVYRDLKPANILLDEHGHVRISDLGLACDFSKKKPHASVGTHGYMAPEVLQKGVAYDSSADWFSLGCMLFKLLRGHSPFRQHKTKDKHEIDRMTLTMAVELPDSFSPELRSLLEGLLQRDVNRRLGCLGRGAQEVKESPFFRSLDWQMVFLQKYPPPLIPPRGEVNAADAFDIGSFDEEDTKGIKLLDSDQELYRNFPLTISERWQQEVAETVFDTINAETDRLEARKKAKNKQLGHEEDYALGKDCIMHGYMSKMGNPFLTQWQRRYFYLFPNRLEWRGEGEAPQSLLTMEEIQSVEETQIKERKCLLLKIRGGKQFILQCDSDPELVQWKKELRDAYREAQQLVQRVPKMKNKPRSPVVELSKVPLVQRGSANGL
MEX-5 binding: MEX-5 zinc finger RNA-binding disruptors – biochemical, C. elegans, fluorescence polarization, MLPCN library, primary screen. Zinc finger protein mex-5 (Caenorhabditis elegans), Q9XUB2. MEX-5/FITC-TCR2 RNA binding; hits give low values. activity score (negative = inhibition of binding), % at 10 µM. 300,000 tested, 0.38% active. AID 1832, 2009;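 active means inhibition past about -25% in most replicates, and total fluorescence under double the plate's negative control median, limit read from the data; inconclusive means replicates evenly split on the limit, or fluorescence at least double controls; inactive means too little inhibition in most replicates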;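 further: 0% = DMSO and -100% = 5 µM competing unlabeled TCR2 RNA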
VLA-4 inh: inhibition in human VLA-4 binding assay, primary screen, VLA-4 allosteric modulator project, MLPCN library, flow cytometry, VLA-4 expressing cells | Integrin alpha-4 (Homo sapiens), P13612 | ligand binding flow cytometry | inhibition, % (about 7 µM as worked out from the volumes in the protocol) | 330,000 tested, 0.2% active; in the data active means inhibition above about 50%
Fam108B inh: mouse Fam108B serine hydrolase inhibitors, primary screen, counter-screen for RBBP9 inhibitor project, biochemical, fluorescence polarization; recombinant Fam108B, FP-Rh probe fluorescence polarization; inhibition, % at 9.51 µM; 300,000 tested, 0.33% active;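 active means inhibition above the screen mean inhibition plus 3 SD, computed separately per campaign, cut at about 18% in these data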;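 further: inhibitors lower polarization as less probe binds the enzyme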
BCLXL inh: inhibitors of human Bcl-xL, primary screen, biochemical, fluorescence polarization, HTS. inhibition, % at 10.9 µM. GST-Bcl-xL / FITC-Bim BH3 peptide fluorescence polarization. 320,000 tested, 0.7% active;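 active means inhibition above the mean of all tested compounds plus 3 SD, cutoff set per campaign, cut at about 30% in these data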;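 further: 0% = DMSO wells and 100% = unlabeled Bim-BH3 peptide competitor; inhibitors lower millipolarization by displacing the labeled peptide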
Target sequence (Q07817 whole entry, looked up): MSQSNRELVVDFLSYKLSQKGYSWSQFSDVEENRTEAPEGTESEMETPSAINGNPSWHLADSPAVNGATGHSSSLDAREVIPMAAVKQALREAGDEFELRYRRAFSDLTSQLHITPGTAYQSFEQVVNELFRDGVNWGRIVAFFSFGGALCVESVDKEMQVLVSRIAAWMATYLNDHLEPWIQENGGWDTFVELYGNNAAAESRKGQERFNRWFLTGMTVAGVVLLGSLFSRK
CIT2-GFP yeast: modulators of CIT2-GFP expression in yeast, primary screen, S. cerevisiae, GFP fusion, multiplex flow cytometry, MLPCN library. 320,000 tested, 0.065% active. S. cerevisiae CIT2-GFP strain, 3 h; 100 means same as DMSO wells. GFP response vs DMSO, % at 10 µM;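 active means GFP response relative to DMSO above a set limit, near the screen mean plus 3 SD, cut at about 150% in these data; inconclusive means Fewer than 70 cells measured for a yeast strain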;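 further: ratio of well median GFP fluorescence to mean of DMSO wells on the plate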
Active calls of the source: *; ? = inconclusive; . = no result given; [ ] = another dose, or the depositor's remark. Hits appear at their usual frequency; any-hit rate near 2.2%.

smiles	GLD-1 TGE inh	AGP1-GFP MLPCN	MCL1-BIM inh	GRK2 aptamer HTS	MEX-5 binding	VLA-4 inh	Fam108B inh	BCLXL inh	CIT2-GFP yeast
COC(=O)Cc1ccc(N(Cc2ccccc2F)S(=O)(=O)c2ccc(Cl)cc2)cc1	1	108	4	0	0.2	4	-5	0	105
O=C(CCCc1ccccc1)N=C1SC2CS(=O)(=O)CC2N1c1ccccc1 (centres undefined)	3	104	-2	4	-1.8	0	5	3	98
Cc1cc(-c2ccccc2)nc2oc(C(=O)NN)c(N)c12	1	99	-11	0	0.0	-8	3	7	89
COc1ccc(C(=O)N/C(=C\c2cn(C)c3ccccc23)C(=O)N2CCN(C)CC2)cc1	-15	97	6	0	-1.4	-12	1	6	114
CC(=O)Oc1ccc2ccccc2c1C(NC(=O)Cc1ccccc1)c1ccccc1Cl (centres undefined)	-2	97	-3	2	1.8	3	-3	-1	.
CCOC(=O)C(NC(=O)c1ccc(Cl)cc1Cl)(Nc1ccc(C)cc1)C(F)(F)F (centres undefined)	0	.	-1	0	2.1	3	-2	2	102
CC1=C(C(=O)OC(C)C)C(c2cccs2)n2ncnc2N1 (centres undefined)	5	105	0	85*	1.1	9	7	0	104
O=C(CSc1nc2ccc(Cl)cc2[nH]1)NCCc1ccc(Cl)cc1	6	100	0	0	-0.1	12	-4	-8	94
CSCC(C)N1CCC(n2nccc2NC(=O)CCCc2ccccc2)CC1 (centres undefined)	45*	96	108*	0	-64*	20	1	99*	97
CC1(C)CC(c2nc(-c3ccc(Cl)cc3)cs2)CCS1 (centres undefined)	-2	106	1	1	2.6	-7	-1	2	113
NC(=O)C1CCN(C(=O)CCSc2ccc(Cl)cc2)CC1	-1	96	1	1	-0.3	-6	1	1	110
COc1ccc(-n2c(SCC(=O)Nc3ccc4c(c3)OCO4)nc3c(c2=O)SCC3)cc1	-4	104	-4	0	1.3	13	-5	2	109
COc1cc2c(cc1OC)C(c1ccccc1N)=NCC2	1	89	5	0	-1.3	16	0	8	86
CCN(CC)C(=O)C1CC(=O)OC12CCCCC2 (centres undefined)	1	103	1	0	2.1	21	3	1	100
Cc1ccc(C)c(N2CCN(C(=O)CCS(=O)(=O)c3ccc4c(c3)NC(=O)CO4)CC2)c1	-3	98	4	0	-2.7	-4	0	1	112
O=C1NNC(=O)C1c1ccccc1	-1	96	9	1	0.8	6	2	1	91
Cc1cccc2sc(NC(=O)CSc3cn[nH]n3)nc12	-1	92	0	0	-2.0	7	0	2	99
CCN(Cc1ccncc1)C(=O)c1cc(COc2ccc(OC)cc2Cl)on1	5	97	3	3	0.3	-5	3	6	93
c1ccc2c(c1)CCN(c1nc3cc4c(cc3s1)OCCO4)C2	6	96	-4	0	0.8	-2	0	3	84
COc1ccc(C(=O)N2CCc3cc(OC)c(OC)cc3C2c2ccc(OC)c(OC)c2)cc1OC (centres undefined)	.	97	.	4	-0.8	6	.	.	96
CCOC(=O)c1c(-c2ccc(OC)cc2)csc1NC(=O)CNCc1ccco1	4	101	-6	2	-3.1	-2	-1	-6	104
S=c1[nH]nc(-c2ccc(Cl)cc2Cl)n1Cc1ccccc1	3	92	-10	17	-1.2	36	4	-10	91
O=C(Cn1cncn1)NCc1cccc(OC(F)F)c1	5	116	1	1	3.2	-2	5	3	113
CCN(CC)CCN(C(=O)C1=COCCO1)c1nc2ccc(C)cc2s1	-1	100	-1	0	1.6	3	-4	5	97
CCCCOc1ccc(C(=O)NCC(=O)NCCOc2ccccc2OC)cc1	-2	101	0	1	.	7	.	3	92
CCN(CC)CCN1C(=O)c2ccccc2NC1c1ccc(C)cc1 (centres undefined)	2	94	-3	0	1.2	13	-2	3	94
Cc1ccc(C)c(NC(=O)c2cc3ccccc3o2)c1	.	92	.	0	1.2	2	.	.	97
CC(C)NC(=S)Nc1ccc2cn[nH]c2c1	2	101	15	2	-1.8	-3	5	10	101
CN1Cc2c(N3CCOCC3)nc(SCCC#N)c(C#N)c2CC1(C)C	8	106	3	1	-1.3	1	1	7	107
CC(C)N(C=O)C1(C(=O)NC2CCCCC2)CCCCC1	-2	103	3	4	0.9	-6	3	3	96
ON=C1/C(=N\O)CC2(C/C1=N/O)OCCO2	0	75	19	7	-31*	-1	11	11	62
COc1ccc(NC2CCCN(C(=O)CCCn3cncn3)C2)cc1OC (centres undefined)	1	98	11	1	-0.9	21	-1	11	103
CCc1nccn1CCC(=O)NC1CC(C)(C)Cc2c1cnn2-c1ccc(C)cc1 (centres undefined)	7	98	-1	0	2.9	-13	1	0	100
COc1ccc(CN=C2Nc3ccccc3CS2)cc1	3	106	3	1	1.2	42	2	5	100
CCN(CC)C(c1ccc(F)cc1)c1nnnn1C1CCCCC1 (centres undefined)	0	99	-1	3	-0.1	18	4	2	96
CCCC(NS(=O)(=O)c1ccc(Br)cc1)C(=O)O (centres undefined)	2	105	1	0	1.9	-5	-3	1	105
C/C(=N/NS(=O)(=O)c1ccccc1)c1c[nH]c2ccccc12	.	90	.	0	4.4	-3	.	.	81
Cc1cc([N+](=O)[O-])nn1Cc1ccc(C(=O)N/N=C/c2ccccc2)cc1	6	102	8	0	1.1	-2	-3	4	106
CC(C)N1CCC(N2CCN(Cc3ccc(Oc4ncccn4)cc3)CC2CCO)CC1 (centres undefined)	-3	103	1	2	2.0	1	-1	1	104
Cc1[nH]c2ccccc2c1C1=NNC(=Nc2ccc(F)cc2)SC1	-3	98	-12	1	0.8	-14	6	-3	102
COc1cccc(-c2nc(CS(=O)(=O)CC(=O)Nc3cccc(C)c3C)c(C)o2)c1	5	108	14	1	2.8	-8	-10	6	122
Cc1nc(N)sc1N=Nc1ccccc1C(F)(F)F	7	84	-3	1	-0.3	1	9	-2	85
CCCN1C(=O)C(O)(CC(=O)c2ccc3c(c2)OCCO3)c2ccccc21 (centres undefined)	-10	108	2	0	-0.1	-12	-3	4	115
Cc1ccc(/C=N/NC(=O)CNC(=O)c2ccc(S(=O)(=O)N(C)C)cc2)o1	5	95	2	2	0.6	4	-4	3	92
Cc1c(Cc2ccccc2)c(=O)oc2cc(OCc3ccc(C(=O)O)cc3)ccc12	4	96	-3	2	-2.5	16	-3	2	97
CC(=O)Nc1ccc(S(=O)(=O)N2CCc3cc4c(cc3C2)OCCCO4)cc1	-2	87	4	0	-0.1	4	-6	4	91
O=C(O)c1cccc2c1C(=O)c1ccccc1-2	2	83	2	0	1.3	0	0	4	80
CCCCC(=O)N/N=C/c1ccc(Sc2cccc3cccnc23)o1	5	90	2	1	1.3	3	5	3	91
CC(C)N(Cc1nc(-c2ccc(Cl)cc2)no1)C(=O)C12CC3CC(CC(C3)C1)C2	-3	102	1	2	-2.3	16	2	1	100
C=CCn1c(C)cc(C(=O)CN2NS(=O)(=O)c3ccccc3C2=O)c1C	3	103	-3	2	0.6	1	4	6	97

(next part)
smiles	GLD-1 TGE inh	AGP1-GFP MLPCN	MCL1-BIM inh	GRK2 aptamer HTS	MEX-5 binding	VLA-4 inh	Fam108B inh	BCLXL inh	CIT2-GFP yeast
C=CCN1CC2(c3ccccc3)CN(CC=C)CC(c3ccccc3)(C1)C2=O	0	97	-5	0	1.0	3	2	0	98
CN1CCN(C(=O)CCNC(=O)Cn2cnc3ccccc3c2=O)CC1	2	109	3	0	-0.5	-3	-2	9	108
O=C(Nc1cc(Cl)ccc1Cl)Nn1cnnc1	.	91	.	0	0.4	2	.	.	82
CSc1ccccc1OCc1cc(C(=O)NCCCc2ccccc2)no1	-1	108	-9	0	5.5	-10	0	-4	106
CCOc1ccccc1C(=O)NCC(=O)NCC1CCCCC1	-2	102	-6	2	-0.1	25	-1	-2	98
O=[N+]([O-])c1cnn(-c2nc(-c3cccs3)cc(C(F)(F)F)n2)c1	5	103	5	1	-0.8	-3	3	8	106
Cc1ccc(N2CC(C(=O)NC3CCSC3=O)CC2=O)cc1 (centres undefined)	2	100	1	2	-4.3	28	2	-1	92
Cc1nc(NC(=O)c2cccs2)ccc1Br	3	90	1	0	0.7	-1	-3	2	98
C[C@@H]1CN([C@@H](C)CO)C(=O)c2cc(NC(=O)CCC(F)(F)F)ccc2O[C@H]1CN(C)Cc1ccc(Cl)c(Cl)c1	0	98	.	5	.	28	.	.	99
Cc1ccc(C)c(NC(=S)N(Cc2ccc(Cl)cc2)Cc2ccc(C(=O)O)cc2)c1	7	90	6	2	0.3	20	0	4	80
Cn1c(SCC(=O)Nc2ccccc2O)nnc1-c1ccco1	4	96	-29	0	-1.1	3	1	-6	93
C/C(CCc1ccco1)=N/NC(=O)CCC(=O)Nc1cccc(Cl)c1	-7	107	-11	2	-6.6	0	-4	-7	107
O=S(=O)(NCc1ccccc1)c1cccc2cccnc12	0	106	-1	2	1.8	8	1	0	101
O=C(Nc1nc(=O)n(C(=O)c2cccc(C(F)(F)F)c2)s1)c1ccccc1	-2	97	1	0	-0.8	5	-4	4	93
Cc1nc2ccc(NC(=O)/C=C/C(=O)O)cc2nc1C	6	100	5	0	-4.4	5	-6	9	83
CCOc1cccc(CN2CCN(CCCc3ccccc3)C(CCO)C2)c1O (centres undefined)	3	26[may fluoresce violet]	5	4	0.4	8	4	2	?
CC(C)(C)c1ccc(C(=O)NC(=O)CSc2n[nH]c(N)n2)cc1	-3	95	-2	2	.	36	.	-2	94
CCOC(=O)N1CCN(C(=O)c2cc3c(-c4cccc(OC)c4)nn(C)c3s2)CC1	-2	98	4	3	1.9	10	4	2	92
COc1cc(-n2c(=O)c3ccccc3n(Cc3cccc(F)c3)c2=O)cc(OC)c1OC	2	100	-8	0	-3.7	-22	3	-2	104
CCCCN(Cc1cc2cc(C)ccc2[nH]c1=O)C(=O)c1ccccn1	-4	105	3	0	0.9	5	4	2	104
CC1(C)CC(=O)C=C(c2cccs2)C1	2	93	1	4	0.5	17	3	-3	77
Cc1ccc(Nc2nc(-c3sc(NC(=O)c4ccco4)nc3C)cs2)cc1	-9	78	-3	0	-0.5	10	12	-5	68
COc1ccc2ccccc2c1CNCc1ccccn1	11	107	4	0	-20	-6	-1	3	.
Cc1nn(CC2CCCCC2)c(N)c1-c1ccccc1	1	90	0	0	-3.6	-2	2	0	97
O=C(COc1ccc(F)c(Cl)c1)N1CCN(c2ccccn2)CC1	1	104	3	1	-1.4	-12	2	4	108
CC(=O)Nc1ccc(S(=O)(=O)c2ccc([N+](=O)[O-])cc2)cc1	4	104	4	0	2.4	-13	0	1	104
